# Mtb BioA inh: BioA (M. tuberculosis) enzyme inhibition; actives 0.096% (n = 360,000); purified M. tuberculosis BioA enzyme, plate reader; inhibition, % at 9.99 µM; AID 602481; in the data active means inhibition above about 40%
# Starred values were filed as active, the others as inactive. The list is partial; rates above refer to the full screens.
SMILES,Mtb BioA inh
Cc1noc(C)c1NC(=O)Nc1ccc2c(c1)C(=O)N([C@@H](C)CO)C[C@@H](C)[C@@H](CN(C)S(=O)(=O)c1cn(C)cn1)O2,0.0
COc1ccc(NC(=O)N(C)C[C@@H]2Oc3c(NC(=O)Nc4cccc5ccccc45)cccc3C(=O)N([C@H](C)CO)C[C@H]2C)cc1,0.1
C[C@H](CO)N1C[C@H](C)[C@H](CN(C)C(=O)c2ccccc2)OCCCC[C@H](C)Oc2ccc(NC(=O)Nc3ccc(C(F)(F)F)cc3)cc2C1=O,-0.2
C[C@H](CO)N1C[C@H](C)[C@H](CN(C)C(=O)c2ccccc2F)Oc2ncc(-c3ccncc3)cc2C1=O,-3.1
Cc1noc(C)c1S(=O)(=O)Nc1ccc2c(c1)C(=O)N([C@@H](C)CO)C[C@@H](C)[C@@H](CN(C)Cc1ccc(C(=O)Nc3ccccc3N)cc1)O2,-0.5
C[C@H](CO)N1C[C@H](C)[C@H](CN(C)S(=O)(=O)c2ccc(C#N)cc2)Oc2ncc(C#Cc3ccc(F)cc3)cc2C1=O,3.3
CCCN1[C@H](C(=O)NC2Cc3ccccc3C2)[C@@H](CO)[C@@H]2Cn3c(cccc3=O)[C@@H]21,-0.4
CCCN1[C@@H]2Cn3c(ccc(/C=C/c4ccccc4)c3=O)[C@H]1[C@@H](C(=O)NCc1ccccn1)[C@@H]2CO,2.7
CO[C@H]1CN(C)C(=O)c2cc(NS(C)(=O)=O)ccc2OC[C@H](C)N(CC2CC2)C[C@H]1C,-1.7
C/C=C/c1ccc2c(c1)O[C@H](CN(C)C(=O)NCCC)[C@@H](C)CN([C@H](C)CO)S2(=O)=O,-0.3
CC=Cc1ccc2n(c1=O)C[C@@H]1[C@@H](CO)[C@H](C(=O)NCCc3ccncc3)N(CCC(F)(F)F)[C@H]21 (mixture of isomers),0.1
CCC(=O)N1[C@H](CO)[C@H](c2ccc(-c3ccc(F)cc3)cc2)[C@@H]1CN(C)C(C)=O,-2.6
C[C@H](CO)N1C[C@H](C)[C@@H](CN(C)C(=O)Nc2cccc3ccccc23)OCCCC[C@H](C)Oc2ccc(NC(=O)c3ccccc3)cc2C1=O,-0.4
C[C@@H]1CN([C@H](C)CO)C(=O)c2cc(C#Cc3ccccc3F)cnc2O[C@H]1CN(C)C,-0.1
COCC(=O)Nc1ccc2c(c1)C(=O)N(C)[C@@H]1CC[C@@H](CC(=O)O)O[C@@H]1CO2,-0.5
C[C@H]1CN([C@@H](C)CO)S(=O)(=O)c2ccc(C#CC(C)(C)O)cc2O[C@@H]1CN(C)C(=O)C1CCC1,-0.4
C[C@H]1CN([C@@H](C)CO)S(=O)(=O)c2ccc(/C=C/c3ccccc3)cc2O[C@@H]1CN(C)C(=O)Nc1cccc(F)c1,1.8
C[C@@H]1CN([C@H](C)CO)C(=O)c2cc(Br)cnc2O[C@H]1CN(C)C(=O)c1ccccn1,-1.3
Cc1ccc(S(=O)(=O)Nc2ccc3c(c2)C(=O)N([C@@H](C)CO)C[C@@H](C)[C@H](CN(C)Cc2ccc4c(c2)OCO4)OCCCC[C@H](C)O3)cc1,0.7
C[C@@H]1CCCCO[C@@H](CN(C)Cc2ccc(Cl)c(Cl)c2)[C@@H](C)CN([C@H](C)CO)C(=O)c2cc(NC(=O)Nc3ccc4c(c3)OCO4)ccc2O1,-2.0
O=C(C[C@@H]1CC[C@@H]2[C@H](COC[C@H](O)CN2C(=O)Nc2ccc(C(F)(F)F)cc2)O1)NC1Cc2ccccc2C1,1.7
COCC#Cc1ccc2c(c1)O[C@H](CN(C)C(=O)Nc1ccccc1F)[C@H](C)CN([C@@H](C)CO)S2(=O)=O,-3.9
O=C(Nc1cc(F)ccc1F)N1C[C@@H]2[C@H](c3ccccc31)[C@H](CO)N2Cc1cccnc1,-6.0
C[C@H](CO)N1C[C@H](C)[C@@H](CN(C)C(=O)Nc2ccc(C(F)(F)F)cc2)Oc2ccc(NC(=O)Cc3cn(C)c4ccccc34)cc2CC1=O,0.8
O=C(Nc1ccc2c(c1)[C@H]1C[C@@H](CC(=O)N3CCc4ccccc4C3)O[C@@H](CO)[C@H]1O2)c1cccnc1,42.5*
O=C(C1CCCC1)N1[C@@H]2CN(S(=O)(=O)c3ccc(F)cc3)c3ccccc3[C@@H]2[C@@H]1CO,2.7
C[C@H]1CN([C@@H](C)CO)S(=O)(=O)c2ccc(C3=CCCC3)cc2O[C@H]1CN(C)S(=O)(=O)c1cn(C)cn1,2.6
CCC(=O)N(C)C[C@@H]1Oc2cc(C#CCN(C)C)ccc2S(=O)(=O)N([C@H](C)CO)C[C@@H]1C,-0.9
O=C(Nc1cc(F)ccc1F)N1CCCCN2[C@H](CO)[C@@H](c3ccc(-c4ccncc4)cc3)[C@H]2C1,-2.2
C[C@H]1CN([C@@H](C)CO)C(=O)Cc2cc(NS(C)(=O)=O)ccc2O[C@H]1CN(C)S(C)(=O)=O,4.7

# A portion taken from the entries so far:
SMILES,Mtb BioA inh
C[C@H]1CN([C@@H](C)CO)S(=O)(=O)c2ccc(/C=C/c3ccccc3)cc2O[C@@H]1CN(C)C(=O)Nc1cccc(F)c1,1.8
C[C@@H]1CN([C@H](C)CO)C(=O)c2cc(Br)cnc2O[C@H]1CN(C)C(=O)c1ccccn1,-1.3
Cc1ccc(S(=O)(=O)Nc2ccc3c(c2)C(=O)N([C@@H](C)CO)C[C@@H](C)[C@H](CN(C)Cc2ccc4c(c2)OCO4)OCCCC[C@H](C)O3)cc1,0.7
C[C@@H]1CCCCO[C@@H](CN(C)Cc2ccc(Cl)c(Cl)c2)[C@@H](C)CN([C@H](C)CO)C(=O)c2cc(NC(=O)Nc3ccc4c(c3)OCO4)ccc2O1,-2.0
O=C(C[C@@H]1CC[C@@H]2[C@H](COC[C@H](O)CN2C(=O)Nc2ccc(C(F)(F)F)cc2)O1)NC1Cc2ccccc2C1,1.7
COCC#Cc1ccc2c(c1)O[C@H](CN(C)C(=O)Nc1ccccc1F)[C@H](C)CN([C@@H](C)CO)S2(=O)=O,-3.9
O=C(Nc1cc(F)ccc1F)N1C[C@@H]2[C@H](c3ccccc31)[C@H](CO)N2Cc1cccnc1,-6.0
C[C@H](CO)N1C[C@H](C)[C@@H](CN(C)C(=O)Nc2ccc(C(F)(F)F)cc2)Oc2ccc(NC(=O)Cc3cn(C)c4ccccc34)cc2CC1=O,0.8
O=C(Nc1ccc2c(c1)[C@H]1C[C@@H](CC(=O)N3CCc4ccccc4C3)O[C@@H](CO)[C@H]1O2)c1cccnc1,42.5*
O=C(C1CCCC1)N1[C@@H]2CN(S(=O)(=O)c3ccc(F)cc3)c3ccccc3[C@@H]2[C@@H]1CO,2.7
C[C@H]1CN([C@@H](C)CO)S(=O)(=O)c2ccc(C3=CCCC3)cc2O[C@H]1CN(C)S(=O)(=O)c1cn(C)cn1,2.6

# The results go on:
SMILES,Mtb BioA inh
CCS(=O)(=O)N[C@@H]1CC[C@H](CC(=O)Nc2ccc(-c3ccccc3)cc2)O[C@@H]1CO,1.1
CNC(=O)C[C@@H]1CC[C@@H]2[C@H](COc3ccc(NC(=O)c4ccc(F)c(F)c4)cc3C(=O)N2C)O1,1.2
C[C@H]1CN([C@@H](C)CO)C(=O)c2cc(C#CC3(O)CCCC3)cnc2O[C@H]1CN(C)Cc1ccncc1,9.1
COCC(=O)N1[C@H](CO)[C@@H](c2ccc(C#CCC3CCCC3)cc2)[C@@H]1C#N,2.6
Cc1noc(C)c1NC(=O)N[C@H]1CC[C@@H](CCNC(=O)C2CCCC2)O[C@H]1CO,-3.1
O=C(C[C@H]1CC[C@@H](NC(=O)Nc2ccc(C(F)(F)F)cc2)[C@H](CO)O1)NCc1ccccn1,-0.9
O=C(C[C@@H]1CC[C@H](NC(=O)C2CCOCC2)[C@H](CO)O1)Nc1ccc(-c2ccccc2)cc1,-0.9
Cc1noc(C)c1NC(=O)Nc1ccc2c(c1)CC(=O)N([C@@H](C)CO)C[C@@H](C)[C@@H](CN(C)Cc1ccc(C(F)(F)F)cc1)O2,1.8
O=C(C[C@@H]1CC[C@H]2[C@@H](COC[C@@H](O)CN2C(=O)Nc2cc(Cl)cc(Cl)c2)O1)NCC1CCCCC1,2.6
Cc1ccccc1-c1ccc2c(c1)O[C@@H](CN(C)C(=O)Nc1ccc(F)cc1)[C@@H](C)CN([C@@H](C)CO)S2(=O)=O,-1.7
CCNC(=O)C[C@@H]1CC[C@H](NS(=O)(=O)c2ccc(C)cc2)[C@H](CO)O1,-1.0
C[C@H](CO)N1C[C@H](C)[C@@H](CN(C)C(=O)C2CCC2)Oc2ncc(C#CC3(O)CCCC3)cc2C1=O,-4.9
CCCNC(=O)N1C[C@H](C)[C@H](OC)CN(C)C(=O)c2ccc(NC(=O)C3CCC3)cc2OC[C@@H]1C,-0.1
C[C@@H]1CN([C@H](C)CO)C(=O)c2cc(/C=C/c3ccccc3)cnc2O[C@H]1CN(C)Cc1cncnc1,-2.6
COC(=O)C[C@H]1CC[C@@H]2[C@H](COC[C@H](O)CN2S(=O)(=O)c2ccccc2C)O1,3.0
C[C@@H]1CCCCO[C@@H](CN(C)Cc2ccccc2)[C@@H](C)CN([C@@H](C)CO)C(=O)c2cc(NS(=O)(=O)c3ccc(F)cc3)ccc2O1,1.1
CN(C)C(=O)[C@H]1[C@H](CO)[C@H]2Cn3c(ccc(-c4cccc(F)c4)c3=O)[C@@H]1N2CCc1ccccc1,1.7
CCCN1C[C@H](C)[C@@H](OC)CN(C)C(=O)c2cc(NC(=O)c3ccccc3)ccc2OC[C@@H]1C,-1.1
COC(=O)C[C@@H]1CC[C@@H]2[C@@H](COc3ccc(NC(=O)Nc4ccc(C#N)cc4)cc3C(=O)N2C)O1,-5.1
C[C@@H]1CCCCO[C@@H](CN(C)S(=O)(=O)c2cn(C)cn2)[C@@H](C)CN([C@H](C)CO)C(=O)c2cc(NC(=O)Nc3ccc4c(c3)OCO4)ccc2O1,0.3
CC(=O)N1[C@@H](CO)[C@H](c2ccc(-c3ccc(F)cc3)cc2)[C@@H]1CNC(=O)C1CC1,-2.8
CCCC#Cc1cnc2c(c1)C(=O)N([C@@H](C)CO)C[C@@H](C)[C@@H](CN(C)C(=O)C1CC1)O2,1.8
COCC(=O)N1C[C@@H](C)[C@H](OC)CN(C)C(=O)c2ccc(NC(=O)C3CCC3)cc2OC[C@@H]1C,-2.2
C[C@H]1CN([C@@H](C)CO)C(=O)c2cc(C#CC3CCCCC3)cnc2O[C@H]1CN(C)CC1CC1,-1.3
CS(=O)(=O)Nc1ccc2c(c1)[C@@H]1C[C@@H](CC(=O)N3CCCCC3)O[C@@H](CO)[C@@H]1O2,-1.0
O=C(Nc1cc(F)ccc1F)N[C@H]1CC[C@H](CCn2cc(C3CCCCC3)nn2)O[C@@H]1CO,-3.4
COc1cccc(S(=O)(=O)Nc2ccc3c(c2)OC[C@@H](C)NC[C@@H](C)[C@@H](OC)CN(C)C3=O)c1,-1.8
C[C@H]1CN([C@@H](C)CO)C(=O)c2cc(/C=C/c3ccccc3)cnc2O[C@H]1CN(C)C(=O)CN(C)C,2.1
CO[C@H]1CN(C)C(=O)c2cc(NS(C)(=O)=O)ccc2OC[C@H](C)N(S(C)(=O)=O)C[C@@H]1C,-2.7
Cc1ccc(S(=O)(=O)Nc2ccc3c(c2)C(=O)N([C@H](C)CO)C[C@@H](C)[C@@H](CN(C)Cc2ccc(C(F)(F)F)cc2)OCCCC[C@H](C)O3)cc1,-2.0
CCCN(C)C[C@@H]1Oc2cc(C3=CCCCC3)ccc2S(=O)(=O)N([C@H](C)CO)C[C@@H]1C,4.1
C[C@@H]1CN([C@H](C)CO)C(=O)Cc2cc(NC(=O)c3ccncc3)ccc2O[C@H]1CN(C)Cc1ccncc1,-2.1
COc1ccc(CN(C)C[C@@H]2Oc3c(NC(=O)Nc4ccccc4)cccc3C(=O)N([C@@H](C)CO)C[C@@H]2C)cc1,0.7
CCCN1C[C@H](C)[C@@H](OC)CN(C)C(=O)c2cc(NC(=O)COC)ccc2OC[C@H]1C,0.3
Cc1noc(C)c1S(=O)(=O)Nc1ccc2c(c1)CC(=O)N([C@@H](C)CO)C[C@H](C)[C@H](CN(C)S(=O)(=O)c1cn(C)cn1)O2,-1.9
C[C@@H]1CN([C@H](C)CO)S(=O)(=O)c2ccc(-c3cccc(C(=O)N(C)C)c3)cc2O[C@@H]1CN(C)Cc1ccc2c(c1)OCO2,0.0
COc1cccc(S(=O)(=O)N(C)C[C@@H]2OCc3ccccc3-c3ccccc3C(=O)N([C@@H](C)CO)C[C@@H]2C)c1,0.7
CO[C@H]1CN(C)C(=O)c2cc(NC(=O)c3ccccc3)ccc2OC[C@@H](C)N(C(=O)CN(C)C)C[C@H]1C,-0.1
C[C@H]1CN([C@@H](C)CO)C(=O)CCCn2cc(nn2)CO[C@@H]1CN(C)C(=O)NC1CCCC1,-0.2
CNC[C@H]1Oc2cc(-c3ccccc3OC)ccc2S(=O)(=O)N([C@H](C)CO)C[C@@H]1C,-4.5
C[C@H]1CN([C@@H](C)CO)C(=O)c2cc(C#CCN(C)C)cnc2O[C@H]1CN(C)C(=O)CCN1CCCCC1,-1.6
Cc1noc(C)c1NC(=O)N[C@H]1CC[C@@H](CC(=O)NCCCN(C)C)O[C@@H]1CO,-1.2
CC(C)NC(=O)N(C)C[C@H]1OCCCC[C@@H](C)Oc2ccc(NC(=O)C3CCCCC3)cc2C(=O)N([C@@H](C)CO)C[C@H]1C,-1.8
CC(C)C#Cc1cnc2c(c1)C(=O)N([C@H](C)CO)C[C@H](C)[C@H](CN(C)C(=O)c1ccccc1F)O2,-0.1
COc1ccc(NC(=O)N(C)C[C@H]2Oc3ccc(NC(=O)C4CCCCC4)cc3C(=O)N([C@@H](C)CO)C[C@H]2C)cc1,1.0
C[C@H]1CN([C@@H](C)CO)C(=O)Cc2cc(NS(C)(=O)=O)ccc2O[C@@H]1CN(C)S(=O)(=O)c1ccc(F)cc1,0.5
COCCNC(=O)C[C@@H]1CC[C@H]2[C@@H](COC[C@H](O)CN2C(=O)c2cc(Cl)cc(Cl)c2)O1,-1.2
CO[C@H](CN(C)S(=O)(=O)c1cccc(Cl)c1)[C@@H](C)CN([C@H](C)CO)S(=O)(=O)c1cccc(Cl)c1,-2.6
O=C(Nc1cccc(Cl)c1)N[C@H]1CC[C@H](CCNC(=O)C2CCC2)O[C@@H]1CO,1.9
Cc1ccc(S(=O)(=O)N[C@H]2CC[C@H](CC(=O)O)O[C@H]2CO)cc1,-2.9
COc1ccc(S(=O)(=O)Nc2ccc3c(c2)C(=O)N([C@H](C)CO)C[C@@H](C)[C@H](CN(C)C(=O)c2ccccc2)OCCCC[C@@H](C)O3)cc1,0.9

# Source: PubChem BioAssay
